High-throughput results (PubChem BioAssay)
AID2073: inhibitors of Mint1-CaV2.2 protein interaction, biochemical, HTRF (AID 2073); Voltage-dependent N-type calcium channel subunit alpha-1B (Homo sapiens); inhibition, % at 20 µM, or IC50 in µM where a hit was titrated; hit rate 0.19% among 290,000; HTRF protein-protein interaction, Mint1-CaV2.2; higher % means a stronger effect; in the data active = inhibition mostly above about 51%, no sharp cut-off; inconclusive = no clear call, values can overlap the other calls; inactive = mostly below about 53%; note: some results filed as inactive read as strong as hits
GPR55 beta-arrestin: GPR55 agonists via beta-arrestin recruitment, primary screen, imaging, U2OS cells, beta-arrestin-GFP redistribution (AID 1961) | U2OS GPR55 beta-arrestin-GFP redistribution imaging; higher % means a stronger effect | activation, % at 10 µM, or EC50 in µM where a hit was titrated | hit rate 0.048% among 290,000;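 active = activation above 40% with more than 50 cells counted in the well; inconclusive = wells holding fewer than 50 cells, flagged as toxic or sparse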;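 note: U2OS osteosarcoma cells stably expressing GPR55 and beta-arrestin-GFP; plate controls were DMSO negative control for no effect and LPI positive control for full effect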
Dynein cargo inh: inhibitors of GR-EGFP nuclear translocation, primary screen, dynein cargo transport inhibitor project, imaging, high-content, 3617.4 mouse cells | test concentration mostly 20 µM; stimulated with dexamethasone, 1 µM; stronger effect = lower value | z-score, hits read low | hit rate 0.47% among 220,000 | AID 1381, 2008;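 active = plate z-score of nuclear minus cytoplasmic receptor signal below a set negative limit, without overly bright fluorescence or cell loss, cut at about -3.5 in these data, passing the limit was not always enough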;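 note: z-score of nuclear minus cytoplasmic ring GR-EGFP intensity difference per well; some compounds called inactive have numbers as strong as hits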
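Buffer or medium: tet-free, stripped-serum medium; reagent: dexamethasone at 1.0 µM final, 30 min; incubation: 48 h induction, 1 h compound, 30 min dex at 37 °C; measured by: formaldehyde fixation, Hoechst nuclear stain, 10x automated fluorescence imaging; read-out: nuclear-to-cytoplasmic GR-EGFP distribution per well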
M1AAP inhibition: P. falciparum M1AAP inhibitors, biochemical, fluorogenic H-Leu-NHMec substrate, 1536-well (AID 1445); inhibition, % at 30 µM, or IC50 in µM where a hit was titrated; hit rate 0.42% among 220,000; Aminopeptidase N (Plasmodium falciparum (isolate 3D7)); recombinant M1AAP, H-Leu-NHMec fluorogenic kinetic assay; higher % means a stronger effect;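 active = primary inhibition above the hit cutoff, then over 50% inhibition at one or more dose response concentrations, cut at about 23% in these data, passing the limit was not always enough; inconclusive = conflicting primary data, or primary hits not chosen for dose response; inactive = low primary inhibition, or under 50% at every dose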;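 note: plate controls were DMSO full reaction for no effect and no enzyme background for full effect; strong numbers were not always called active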
NOD2 inhibition: NOD2 signaling inhibitors, cell-based, luminescence, uHTS, HEK293 (AID 1566); HEK293 NOD2/NF-kB luciferase reporter, luminescence; higher % means a stronger effect; one-dose inhibition, % at 4 µM; EC50 in µM for titrated hits; hit rate 0.63% among 290,000; note: many of its hits are not listed in these tables
KOR beta-arrestin-1: KOR agonists, beta-arrestin recruitment, primary screen, cell-based, luminescence, uHTS (AID 1777) | Kappa-type opioid receptor (Homo sapiens) | KOR beta-arrestin recruitment, luminescence; higher % means a stronger effect | activation, % at 10 µM, or EC50 in µM where a hit was titrated | hit rate 0.02% among 280,000; in the data active = activation above about 50%, passing the limit was not always enough; note: a part of the inactive calls stands beside numbers as strong as those of hits
KOR beta-arrestin-2: KOR antagonists, beta-arrestin recruitment, cell-based, luminescence, uHTS (AID 1778); Kappa-type opioid receptor (Homo sapiens); KOR beta-arrestin recruitment, luminescence, antagonist mode; higher % means a stronger effect; one-dose inhibition, % at 10 µM; IC50 in µM for titrated hits; hit rate 0.091% among 290,000; note: strong numbers were not always called active
NOD1 NF-kB reporter: NOD1 signaling inhibitors, primary screen, cell-based, luminescence, uHTS (AID 1578). NOD1-driven NF-kB luciferase reporter cells, luminescence; higher % means a stronger effect. inhibition, % at 4 µM; hits with a dose series show EC50 in µM. hit rate 1% among 290,000; in the data active = inhibition mostly above about 36%, no sharp cut-off; inactive = mostly below about 34%;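 note: HEK-293T reporter cells stimulated with the NOD1 agonist gamma-tri-DAP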
M17LAP inhibition: P. falciparum M17LAP inhibitors, primary screen, biochemical, fluorogenic H-Leu-NHMec substrate, 1536-well (AID 1619). recombinant M17LAP, H-Leu-NHMec fluorogenic kinetic assay; higher % means a stronger effect. inhibition, % at 30 µM; hits with a dose series show IC50 in µM. hit rate 0.38% among 220,000. Leucine aminopeptidase (Plasmodium falciparum (isolate 3D7));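 active = compound inhibiting the enzyme by more than half at any dose during confirmatory dose-response retesting; inconclusive = strong single-dose inhibitors picked by rank but not retested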;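 note: plate controls were full reaction with DMSO carrier for no effect and no enzyme background for full effect; strong numbers were not always called active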
Dynein cargo inh cytoplasmic EGFP: further read-out of Dynein cargo inh, marked with its call; z-score; measured here: cytoplasmic GR-EGFP intensity; stronger effect = higher value
Dynein cargo inh nuclear GR-EGFP: second read-out of Dynein cargo inh, no call of its own (marks repeat the call); z-score; measured here: nuclear GR-EGFP intensity;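 lower value marks the stronger effect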
Dynein cargo inh cell count: also measured in Dynein cargo inh; calls as there; z-score; measured here: cell count per field
* marks the source's active call; other numbers are inactive results; ? = inconclusive; . = no result given; & = joins results of further samples; [ ] = dose if it differs, or a comment. Cut-off read from the data, not from the text of the source, unless noted: active = inhibition above about 50%; inactive = the rest. This is a subset; count on the stated rates, not on these rows.

SMILES	AID2073	GPR55 beta-arrestin	Dynein cargo inh	Dynein cargo inh cytoplasmic EGFP	Dynein cargo inh nuclear GR-EGFP	Dynein cargo inh cell count	M1AAP inhibition	NOD2 inhibition	KOR beta-arrestin-1	KOR beta-arrestin-2	NOD1 NF-kB reporter	M17LAP inhibition
CCOC(=O)c1[nH]c2ccccc2c1NC(=O)CN1CCCCC1	2%	1.3%	0.75	-0.21	0.4	-0.45	1%	2%	-5.7%	-14%	-7%	3%
CNC(=O)Oc1ccc2c(c1)[C@]1(C)CCN(C)[C@@H]1N2C	-3%&-4%	0.1%&0.3%	0.55	-0.26	0.47	0.44	5%	10%&17%	-1.8%&-2.5%	-24%	-21%&19%	15%
CC(=O)c1ccc(OCc2cc(C(=O)NCC3CCCCO3)no2)cc1 (centres undefined)	14%	-0.2%	.	.	.	.	.	-12%	-3.7%	13%	27%	.
CCn1c(=O)c(C(=O)NNC(=O)c2ccc(Cl)cc2Cl)c(O)c2ccccc21	8%	-0.1%	.	.	.	.	.	23%	-0.2%	2%	-11%	.
CCOc1ccccc1C1CC(=O)Nc2cc3c(cc21)OCCO3 (centres undefined)	-11%	-0.2%	-0.096	0.19	0.47	-0.013	4%	-9%	7.3%	-99%	-19%	6%
Cc1ccc(S(=O)(=O)/N=C/c2ccc(N(C)C)cc2)cc1	5%	0.3%	3.6	0.011	2.3	1	16%	10%	0.7%	11%	-13%	7%
O=C(C1CCCO1)N1CCC(O)(c2ccccc2)CC1 (centres undefined)	5%	-0.1%	-0.37	-0.11	0.11	-0.51	3%	10%	-1.4%	13%	-1%	-1%
COc1n[nH]c(C(=O)Nc2nc3ccccc3s2)c1[N+](=O)[O-]	-1%	0.5%	-0.49	-0.25	0.39	-1.2	16%	-56%	-2.6%	-36%[20 µM]	-40%	22%
Cc1nc2nc(SCC(=O)N3CCOCC3)nn2c(C)c1Cc1c(F)cccc1Cl	-1%	-0.1%	-1	-0.16	-0.32	0.37	1%	18%	-2.6%	0%	-18%	2%
O=C(Nc1cccc(Cl)c1)Nc1ccc(Cl)cn1	-1%	-0.1%	-0.56	-0.24	-0.32	1.5	3%	-16%	0.1%	-34%	-35%	-12%
CN1CCN(C(=O)c2cnn(-c3ccccc3)c2NC(=O)c2ccc([N+](=O)[O-])cc2)CC1	15%	?	.	.	.	.	.	-4%	2.2%	-41%	-6%	.
COc1ccc(NC(=O)C(=O)c2cn(CC(=O)N3CCCC3)c3ccccc23)c(OC)c1	10%	-0.1%	.	.	.	.	.	-15%	2.5%	13%	-46%	.
O=C(CC12CC3CC(CC(C3)C1)C2)NCC(=O)N1CCc2ccccc2C1	-9%	0.3%	0.71	-0.081	0.86	0.84	-1%	-4%	.	-36%	4%	12%
COc1ccccc1CNC(=O)/C=C/C(=O)O	5%	-0.1%	0.16	-0.19	0.036	0.54	-3%	-2%	7.6%	30%	-10%	0%
Cc1cccc(C(C(=O)NCc2ccc(F)cc2)N(C(=O)c2csnn2)C2CC2)c1 (centres undefined)	5%	0.3%	.	.	.	.	.	21%	-3.7%	-12%	-20%	.
Cn1c(=O)c2c(nc(Oc3ccc4c(c3)OCO4)n2Cc2ccc(Cl)cc2)n(C)c1=O	10%	-0.2%	0.42	-0.23	0.022	0.61	0%	10%	63%	-22%	-34%	-1%
CC1CCN(c2ccc([N+](=O)[O-])cc2C(=O)O)CC1	10%	0.5%	-0.94	-0.31	-0.82	0.72	5%	9%	-1.1%	0%	-7%	26%
CCC(c1nnnn1C1CCCC1)N1CCN(c2ccccc2F)CC1 (centres undefined)	1%	-0.1%	-0.25	-0.18	0.39	-0.0029	5%	-6%	3.0%	-45%	8%	2%
Cn1c(SCC(=O)N/N=C/C=C\c2ccco2)nc2ccccc21	58%	-0.1%	0.57	-0.16	1	-0.79	14%	0%	-4.0%	-2%	-8%	27%
COC(=O)c1ccncc1C(=O)Nc1ccc(OC)cc1	14%	-0.6%	-1.1	-0.25	-0.24	1.1	2%	0%	-0.4%	-12%	-21%	2%
CCOC(=O)C1=C(N)Oc2cc(C)n(C)c(=O)c2C1c1ccncc1 (centres undefined)	0%	0.0%	-0.36	-0.13	0.075	-0.39	8%	10%	-1.9%	-13%	-11%	5%
Cc1c(OCc2ccccc2)cccc1OCc1ccccc1	4%	0.2%	-0.48	-0.27	0.27	0.35	-2%	-17%	-0.1%	-20%	-39%	-7%
CCN(CC)c1ccc(NC(=O)/C=C/c2cc(Br)ccc2OC)cc1	-10%	-0.1%	-0.38	-0.26	-0.061	-0.049	6%	7%	11%	-33%	27%	1%
Cc1sc2ncnc(NC(C)C(=O)O)c2c1C (centres undefined)	-4%	0.2%	-0.31	-0.19	-0.19	-0.51	12%	5%	.	-18%[20 µM]	-23%	3%
CCCn1nc(NS(=O)(=O)c2ccc(F)cc2)c2cc3ccccc3nc21	14%	0.0%	.	.	.	.	.	17%	-3.0%	-9%	-16%	.
Cc1cc(C)c(OCC(=O)Nc2nc(-c3ccccn3)cs2)c(C)c1	17%	-0.4%	0.6	-0.34	-0.3	-0.41	-3%	4%	1.5%	-8%	-3%	-2%
COc1ccccc1N1CCN(C(C)C(=O)Nc2ccc(S(=O)(=O)N3CCOCC3)cc2)CC1 (centres undefined)	-11%	-0.5%	-0.23	-0.2	-0.34	0.31	5%	-1%	-2.4%	-11%	-23%	3%
COC(=O)c1ccc2nc(NC(=O)CN3C(=O)CCC3=O)sc2c1	-15%	-0.2%	-0.26	-0.22	0.034	0.61	-1%	16%	-0.6%	25%	1%	26%
O=C(C1CCOCC1)N1CCCC(N2CCN(c3ccc(F)cc3)CC2)C1 (centres undefined)	10%	-0.1%	.	.	.	.	.	6%	5.4%	-27%	24%	.
COc1cccc(N(CC(=O)NC2CCCC2)C(=O)CCC(=O)Nc2cc(C)on2)c1	-4%	0.0%	.	.	.	.	.	2%	-1.5%	4%	-18%	.
O=C(NC1CCCC1)c1cc(-c2cccc(Cl)c2)on1	4%	0.0%	.	.	.	.	.	-50%	-3.0%	-37%	-47%	.
O=C(O)CSC1=NC(=Nc2cccc(Cl)c2)C2(CCCCC2)N1c1ccccc1	-9%	0.2%	-0.43	-0.29	-0.49	0.023	8%	6%	4.5%	9%	-17%	-4%
O=C(NCc1cccs1)c1ccc([N+](=O)[O-])cc1Cl	1%	-0.3%	1	-0.34	0.58	0.48	-3%	-2%	-5.3%	25%	-23%	7%
C/C(=N/NC(=O)CNC(=O)c1ccc2c(c1)OCO2)c1ccc2c(c1)CCCC2	0%	-0.4%	-0.49	-0.34	-0.13	0.25	8%	-1%	4.9%	-24%	6%	11%
COc1ccc(C(=O)NCC(=O)N/N=C/C(C)=C/c2ccccc2)cc1OC	-1%	-0.2%	0.53	-0.28	-0.056	-0.13	-1%	7%	0.3%	-17%	-23%	-5%
Cc1c(N2C(=O)c3cccc4cccc(c34)C2=O)cnn1C	7%	-0.1%	-1.4	-0.21	-0.71	1.2	9%	17%	5.5%	13%	1%	18%
O=C(CCC(=O)OCc1ccc(Cl)cc1)Nc1ccccc1	-12%	-0.2%	-0.55	-0.3	0.19	0.39	4%	-5%	1.1%	-15%	-7%	8%
O=C(NCCNC(=O)c1ccccc1F)c1ccco1	-3%	0.0%	.	.	.	.	.	-22%	2.9%	-32%	5%	.
CCC(=O)N1CCc2cc(S(=O)(=O)CCC(=O)NCCc3ccccc3)ccc21	0%	-0.1%	-0.56	-0.055	-0.26	0.18	7%	1%	6.9%	-8%	13%	7%
O=C(COc1ccccc1-c1ccccc1)N/N=C/c1ccc2ccccc2c1	13%	-0.2%	0.42	0.38	0.51	-0.31	-4%	-35%	8.7%	-94%	-43%	-1%
O=C1NCCCC1C(=O)N1CCN(C(c2ccccc2)c2ccccc2)CC1 (centres undefined)	8%	-0.2%	-0.38	-0.28	0.46	0.22	-1%	-4%	9.7%	-4%	-24%	-8%
O=C(O)Cc1n[nH]c(=O)c2ccccc12	4%	-0.2%	-0.51	-0.29	0.31	1.1	3%	3%	-0.4%	-53%	-35%	-8%
CC1(C)Oc2ccc3ccc(=O)oc3c2/C(=C/NNC(N)=O)C1=O	5%	-0.1%	.	.	.	.	.	-57%	-5.2%	-36%[20 µM]	-7%	.
CC(C)(C)C1=NN(c2ccc([N+](=O)[O-])cc2)C(c2ccccc2)C1 (centres undefined)	16%	-0.3%	2.4	0.13	1.8	-2.7	-2%	14%	-1.4%	2%	-37%	-4%
Cc1cccc(COCC(Cc2ccccc2)N2CCN(C(=O)c3cccc(C)c3)CCC2=O)c1 (centres undefined)	1%	-0.2%	-0.04	-0.29	0.27	0.53	10%	0%	2.2%	-26%	-22%	29%
